TLR4 MyD88 comp: TLR4-MyD88 interaction inhibition in cells | AID 861 | 200,000 compounds, 0.18% hits | HeLa CL3-4 TLR4/MyD88 BLA complementation, FRET ratio | O00206+Q99836 | inhibition, % at 8.4 µM; in the data active means inhibition above about 25%;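 further: 0% = vehicle and 100% = reference inhibitor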
Target sequence (O00206 whole entry, looked up): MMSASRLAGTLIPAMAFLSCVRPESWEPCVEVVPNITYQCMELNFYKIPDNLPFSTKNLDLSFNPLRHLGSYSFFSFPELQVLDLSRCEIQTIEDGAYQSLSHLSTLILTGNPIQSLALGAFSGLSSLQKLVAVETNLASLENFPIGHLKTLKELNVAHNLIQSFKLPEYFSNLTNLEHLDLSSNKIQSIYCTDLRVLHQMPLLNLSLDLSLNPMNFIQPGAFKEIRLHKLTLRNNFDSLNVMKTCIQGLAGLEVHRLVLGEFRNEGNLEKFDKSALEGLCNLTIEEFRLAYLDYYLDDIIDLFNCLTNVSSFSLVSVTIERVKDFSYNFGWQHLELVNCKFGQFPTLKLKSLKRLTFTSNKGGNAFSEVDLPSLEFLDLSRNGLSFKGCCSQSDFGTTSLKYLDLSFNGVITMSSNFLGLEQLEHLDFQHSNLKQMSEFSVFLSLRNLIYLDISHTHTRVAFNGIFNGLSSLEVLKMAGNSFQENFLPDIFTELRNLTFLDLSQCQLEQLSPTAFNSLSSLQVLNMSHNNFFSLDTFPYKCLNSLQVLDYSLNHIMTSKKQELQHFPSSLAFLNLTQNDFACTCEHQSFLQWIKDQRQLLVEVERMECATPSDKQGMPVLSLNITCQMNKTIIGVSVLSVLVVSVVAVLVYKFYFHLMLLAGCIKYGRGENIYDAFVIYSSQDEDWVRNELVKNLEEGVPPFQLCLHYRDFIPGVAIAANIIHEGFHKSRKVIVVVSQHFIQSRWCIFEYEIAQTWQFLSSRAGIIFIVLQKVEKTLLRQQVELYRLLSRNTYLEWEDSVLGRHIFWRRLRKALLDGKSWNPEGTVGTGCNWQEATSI
Target sequence (Q99836 whole entry, looked up): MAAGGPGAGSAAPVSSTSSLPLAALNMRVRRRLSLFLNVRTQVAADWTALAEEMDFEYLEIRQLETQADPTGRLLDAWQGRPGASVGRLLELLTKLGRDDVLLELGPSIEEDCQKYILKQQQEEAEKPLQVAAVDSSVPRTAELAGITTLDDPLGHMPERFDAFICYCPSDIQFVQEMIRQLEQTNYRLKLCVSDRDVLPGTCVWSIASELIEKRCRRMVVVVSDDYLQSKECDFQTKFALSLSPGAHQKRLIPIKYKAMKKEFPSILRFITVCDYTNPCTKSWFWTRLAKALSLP
Hsp70 act: switches on Hsp70 transcription. HeLa Hsp70 promoter luciferase reporter, luminescence; scaled: vehicle 0, proteasome-inhibitor control 100%. activation, % at 10 µM. 200,000 compounds, 0.04% hits. AID 1203;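 active means activation above the mean across all tested compounds plus 3 SD, cutoff set per campaign, cut at about 5.5% in these data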;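 further: 100% = MG132 at 30 µM as the positive control and 0% = DMSO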
Redox H2O2 prof: compounds producing H2O2 with reducing agent – biochemical, NIH compound library profiling, artefact control for MLSCN library redox annotation, primary screen; DTT-dependent redox cycling H2O2, phenol red/HRP absorbance; 100% = 100 µM peroxide control, 0% = buffer; AID 878; 200,000 compounds, 0.03% hits; activation, % at 10 µM;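 active means activation of at least 50% relative to the plate's high and low controls in the primary single-dose screen; inactive means activation below 50%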;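 further: compound incubated with DTT at 0.8 mM final as the reducing agent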
STAT1 inh: reduces IFN-gamma driven STAT1 reporter signal; 200,000 compounds, 0.35% hits; NIH 3T3 STAT1-luciferase reporter, luminescence; inhibition, % at 5.5 µM; AID 920;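 active means inhibition above a set limit, the mean inhibition across all tested compounds plus 3 SD, cut at about 34% in these data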;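 further: 0% = IFN-gamma with DMSO and 100% = IFN-gamma with 300 µM nifuroxazide; values of inactives mirror those of a sister screen read the other way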
STAT3 activator: increases IL-6 driven STAT3 reporter signal | U3A cells, IL-6 STAT3-luciferase reporter, luminescence; 100% = signal with IL-6 EC80 alone | activation (% of control), % at 5.6 µM | 190,000 compounds, 0.91% hits | AID 871;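 active means activation above the screen-wide mean of compound activation plus 3 SD, cut at about 130% in these data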;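 further: 0% = background luminescence of wells with medium and substrate only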
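Test system: human U3A cells carrying STAT3-luciferase construct; control set: IL-6-only wells as 100% reference; timing: compound pre-incubation 1 h before IL-6, then 6 h stimulation at 37 °C; also added: IL-6 stimulus at 33 ng/mL final; evaluation: % activation versus median of IL-6-stimulated wells; detection: reporter luminescence signal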
NF-kB expr up: raises NF-kB expression in human neuronal cells. fold change at 12.5 µM. NF-kB reporter expression; active compounds read high. 190,000 compounds, 1.6% hits. AID 1239; in the data active means fold change above about 3.3
STAT1 activator: increases IFN-gamma driven STAT1 reporter signal; 200,000 compounds, 2.6% hits; activation (% of control), % at 5.5 µM; NIH 3T3 STAT1-luciferase reporter, luminescence; 100% = IFN-gamma alone, no compound;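 active means activation above the screen-wide mean activation plus 3 SD, cut at about 130% in these data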;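 further: raw ratio to IFN-gamma control signal so 100% means no change and 0% no light; values of inactives mirror those of a sister screen read the other way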
HMGR II inh: blocks class II HMG-CoA reductase of Enterococcus faecalis; 190,000 compounds, 0.41% hits; purified E. faecalis HMGR, NADPH absorbance 340 nm kinetic; inhibition, % at 10 µM; AID 1066;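 active means inhibition above a set limit, the median over all tested compounds plus 3 SD, cut at about 9.5% in these data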;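 further: enzyme runs in reverse so mevalonate oxidation gives rising NADPH absorbance; 0% = complete reaction with DMSO and 100% = background rate lacking mevalonate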
APP 5'UTR act: APP 5'UTR luciferase reporter activation; activation, % at 2 µM; SH-SY5Y APP 5'UTR luciferase reporter, luminescence; zero percent = DMSO vehicle wells; 190,000 compounds, 1% hits; AID 1276;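 active means activation above a set limit, based on mean plus 3 SD of controls, cut at about 140% in these data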; further: values of inactives mirror those of a sister screen read the other way
STAT3 blocker: reduces IL-6 driven STAT3 reporter signal | 190,000 compounds, 0.89% hits | inhibition, % at 5.5 µM | U3A cells, IL-6 STAT3-luciferase reporter, luminescence; host cell line lacks STAT1;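 active means inhibition above the mean inhibition across all screened compounds plus 3 SD, cut at about 44% in these data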;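 further: 0% = DMSO only wells and 100% = 100 µM nifuroxazide control wells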
An asterisk follows results filed as active; . = no result given.

Each structure is followed by: TLR4 MyD88 comp | Hsp70 act | Redox H2O2 prof | STAT1 inh | STAT3 activator | NF-kB expr up | STAT1 activator | HMGR II inh | APP 5'UTR act | STAT3 blocker
CC(=O)Nc1ccc(S(=O)(=O)N(Cc2ccco2)CC2CCCO2)cc1 (stereo not drawn)
  3 | -0.4 | -0.5 | -7 | 98 | 1.1 | 104 | 2 | -16 | 6
COc1ccc(Cn2ccnc2SCC(=O)Nc2cccc(NC(C)=O)c2)cc1
  1 | -0.1 | 0.4 | 3 | 102 | 1.1 | 95 | -5 | 1 | 8
Cc1ccc(NC(=O)N2CCC(C(=O)NCc3ccccc3)CC2)cc1
  -4 | -0.1 | -0.1 | 3 | 106 | 1.3 | 97 | -5 | -8 | -2
CCCn1c2ccccc2c2nnc(SC(CC)C(=O)Nc3cc(C)on3)nc21 (stereo not drawn)
  -3 | -0.3 | 0.5 | 16 | 96 | 1 | 82 | -2 | -2 | 8
CCSC1=C(C#N)C(c2cccc(Br)c2)CC(=O)N1 (stereo not drawn)
  -7 | -0.1 | 0.2 | 4 | 93 | 1 | 96 | -6 | 27 | 11
CC(C(=O)NCCN1C(=O)S/C(=C\c2cccnc2)C1=O)N1C(=O)c2ccccc2C1=O (stereo not drawn)
  -2 | -0.1 | -0.3 | 4 | 108 | 1.2 | 97 | -2 | -7 | -6
COCCNC(=O)CCCCCn1c(=S)[nH]c2ccccc2c1=O
  14 | -0.3 | 1.5 | -8 | 100 | 1 | 107 | -3 | 8 | 4
COc1ccccc1NC(=S)N(Cc1ccco1)Cc1cc2cccc(C)c2[nH]c1=O
  1 | -0.2 | -0.9 | 4 | 96 | 0.57 | 97 | -3 | -16 | 3
Cc1ccc(C)c(S(=O)(=O)N(C(=O)c2ccncc2)c2ccc(OC(=O)c3ccncc3)cc2)c1
  9 | -0.1 | -1.2 | 8 | 97 | 0.91 | 91 | -10 | 7 | 8
Cc1cccc(C)c1NC(=O)C(c1cccc([N+](=O)[O-])c1)N(C)C(=O)c1ccccn1 (stereo not drawn)
  1 | -0.2 | 0.5 | 2 | 96 | 1 | 98 | -6 | 20 | 0
CCCCCCC1CC(CC(=O)Nc2ccc([N+](=O)[O-])cc2)C(=O)O1 (stereo not drawn)
  3 | 0.0 | -0.5 | 0 | 85 | 1.1 | 99 | -1 | -6 | 19
CC(=O)Oc1ccc2ccc(=O)oc2c1
  -7 | -0.3 | -0.2 | -1 | . | 1 | 100 | -3 | 4 | .
Cc1ccc(CC(CC(=O)Nc2cccc(C(F)(F)F)c2)C(=O)O)cc1 (stereo not drawn)
  0 | -0.1 | -1.3 | 3 | 96 | 0.94 | 96 | 2 | 12 | 9
O=C(C[n+]1ccccc1)c1ccc(NC(=O)c2ccccc2)cc1
  15 | -0.5 | 0.4 | 4 | 105 | 1.1 | 94 | 7 | -11 | -3
COc1ccccc1N1CCN(C(=O)COc2ccc(S(=O)(=O)NC(C)C)cc2)CC1
  -7 | -0.3 | 0.5 | 7 | 97 | 0.92 | 92 | -2 | 14 | 7
CN(C(=O)c1ccccc1NC(=O)C(F)(F)F)c1ccccc1
  4 | 0.2 | -7.1 | 1 | 102 | 0.92 | 99 | 0 | 7 | 2
COc1ccc(S(=O)(=O)Nc2ccccc2OC)cc1NC(=O)CC1CC2CCC1C2 (stereo not drawn)
  -6 | -0.2 | 0.1 | -2 | 107 | 0.61 | 102 | 1 | 16 | -4
Cc1noc(C)c1S(=O)(=O)N1CCC(C(=O)NC2CCCc3ccccc32)CC1 (stereo not drawn)
  4 | -0.2 | -0.8 | 6 | 105 | 0.91 | 95 | -1 | 8 | 0
CC(Oc1ccc(Cl)cc1Cl)C(=O)Nc1ccc(N2CCN(C)CC2)cc1 (stereo not drawn)
  3 | -0.3 | 0.8 | -20 | 116 | 0.99 | 119 | -5 | -16 | -19
CCn1c(Cc2c(C)[nH]c3ccccc23)nnc1SCC(N)=O
  -21 | 0.1 | 0.6 | 3 | 100 | 1 | 97 | -1 | 10 | 3
O=C(NC1CCCCC1)C1CCCN(c2nnnn2-c2ccccc2)C1 (stereo not drawn)
  -11 | 0.0 | -0.3 | 0 | 98 | 1.3 | 100 | -3 | -5 | 9
Cc1ccc(C(=O)ON=C2CCN(c3ccc([N+](=O)[O-])cc3)CC2)cc1
  -1 | -0.3 | -14 | 6 | 101 | 1.1 | 95 | -5 | . | 5
CCCCc1ccc(-c2c(C#N)c(N)nc3c2CCCC3)s1
  -4 | -0.6 | 4.0 | -4 | 106 | 0.83 | 104 | 2 | -4 | 1
Cc1ccc2c(c1)C(=O)C(=O)N2CCCOc1ccccc1
  7 | 0.0 | -1.4 | -7 | 90 | 2.1 | 105 | -5 | 0 | 14
O=C(NC1CCNCC1)C1CC1
  4 | -0.2 | -1.5 | 4 | 97 | 1.1 | 95 | -2 | 22 | 8
CC(C)C(=O)Nc1cccc2nsnc12
  -8 | 0.1 | 0.1 | 6 | 96 | 1.1 | 95 | -7 | 3 | 9
CCN(CC)S(=O)(=O)c1cc([N+](=O)[O-])ccc1NNC(=O)Nc1ccccc1
  2 | -0.2 | 0.4 | 1 | 96 | 0.9 | 99 | -3 | 30 | 5
Cc1cc(N2CCN(C)CC2)nc2ccc(NC(=S)N3CCCCC3)cc12
  6 | 0.0 | -2.3 | -9 | 107 | 0.95 | 108 | -1 | 18 | -9
O=C(Cc1ccccc1)Nc1ccc(N2CCOCC2)cc1
  -12 | -0.4 | -0.4 | -21 | 108 | 1.6 | 118 | -12 | 4 | -4
O=c1[nH]c2ccc(S(=O)(=O)N3CCC(Cc4ccccc4)CC3)cc2o1
  2 | -0.1 | -4.2 | 9 | 106 | 0.83 | 92 | 0 | 7 | -7
CSCC[C@H](Nc1ncnc2sc(C)c(C)c12)C(=O)O
  -4 | -0.2 | 0.1 | 5 | 97 | 1.2 | 95 | -4 | 10 | 3
CCCOc1ccc(/C=N/Nc2ccccc2[N+](=O)[O-])c(O)c1
  5 | 0.3 | 1.0 | -13 | 92 | 0.86 | 111 | 5 | 173* | 12
COc1ccccc1COC(=O)N/C=C/c1ccco1
  -2 | -0.4 | -0.3 | -27 | 104 | 2.6 | 121 | 0 | 9 | 1
CCn1c(C(O)c2ccc(C)cc2)nc2ccccc21 (stereo not drawn)
  12 | -0.5 | -0.6 | 7 | 94 | 0.9 | 94 | 0 | -4 | 13
Cc1ccc(N(C(=O)Cc2cccs2)C2C=CS(=O)(=O)C2)cc1Cl (stereo not drawn)
  -8 | -0.2 | -1.1 | 1 | 102 | 1.5 | 98 | -3 | -2 | 8
CC1CC(C)CN(CCCNC(=O)C2CCCN(c3nnc(N4CCCC4=O)s3)C2)C1 (stereo not drawn)
  -6 | -0.4 | 2.5 | -3 | 103 | 1.1 | 103 | -10 | -10 | 1
O=C(CCS(=O)(=O)c1ccccc1)Nc1ccccc1-c1nc2ccccc2s1
  -4 | -0.1 | 0.3 | 10 | 107 | 1.1 | 91 | 3 | -7 | -10
Cc1ccc(NC(=O)COc2ccc(S(=O)(=O)N3CCOCC3)cc2)cc1
  6 | -0.2 | 0.3 | 7 | 97 | 1.2 | 94 | 2 | -1 | 5
O=C(NCCCn1ccnc1)Nc1ccc(Cl)c(Cl)c1
  -3 | -0.1 | 1.2 | -7 | 99 | 0.89 | 106 | 1 | 12 | 4
C=CCn1c(SC2CCOC2=O)nc2scc(C3CC3)c2c1=O (stereo not drawn)
  -5 | -0.4 | -2.5 | 7 | 109 | 1.4 | 93 | -6 | -5 | -6
CCCCCOC(=O)NC1CCS(=O)(=O)C1 (stereo not drawn)
  -9 | 0.3 | -0.6 | -9 | 111 | 1.2 | 107 | -3 | 5 | -11
CCn1c(O)c(N=NC2=NC(=O)CS2)c2ccccc21
  2 | -0.3 | 0.7 | 1 | 107 | 0.92 | 99 | 0 | 24 | -8
CCOc1cc(CNC(C)(C)C)ccc1OCC(=O)Nc1cccc(C(F)(F)F)c1
  -21 | -0.2 | -0.9 | 6 | 99 | 1 | 92 | 2 | 32 | 10
Cc1ccc(S(=O)(=O)Nc2ccc(S(=O)(=O)N3CCCC3)cc2)cc1
  -5 | -0.3 | 1.9 | -3 | 100 | 1.4 | 103 | 1 | -13 | 4
COC(=O)c1cc(OC)c(OC)cc1NC(=O)CC1CCCCC1
  -6 | -0.1 | 0.3 | -4 | 101 | 1.2 | 104 | -8 | 6 | 1
COc1ccc(C2NCCO2)cc1OC (stereo not drawn)
  0 | -0.4 | -0.4 | -4 | 99 | 0.97 | 104 | 1 | 7 | 6
COc1ccc(-c2c(C)n([O-])c(C)c(C)[n+]2=O)cc1OC
  10 | -0.1 | -1.1 | 4 | 106 | 1.3 | 96 | -2 | -5 | -2
O=C(CC(NC(=O)c1ccccc1Cl)c1ccccc1)NCCc1ccc(Cl)cc1 (stereo not drawn)
  5 | -0.2 | 0.9 | -4 | 105 | 0.98 | 103 | -3 | 13 | 0
CCOc1ccc(C(CC(=O)O)n2cnnn2)cc1OC (stereo not drawn)
  -16 | -0.2 | -0.2 | -7 | 93 | 0.76 | 104 | -2 | 10 | 17
COCCOC(=O)C1=C(C)NC(SCC(=O)NC(C)(C)C)=C(C#N)C1c1ccco1 (stereo not drawn)
  -7 | -0.2 | -0.1 | -1 | 100 | 0.64 | 101 | -9 | -2 | 1
COc1cc(Cl)c(C)cc1NC(=O)CSc1nnc(-c2ccccn2)n1Cc1ccco1
  2 | -0.1 | 2.4 | -5 | 99 | 1.3 | 105 | -3 | 4 | 6
COc1ccc(Cl)cc1-n1c(C)cc(C(=O)OCC(=O)N2CC(=O)Nc3ccccc32)c1C
  3 | -0.3 | 0.0 | -7 | 103 | 0.88 | 106 | -4 | -22 | -3
Cc1ccc(S(=O)(=O)N/N=C/c2ccc(OC3CSC3)cc2)cc1
  12 | -0.4 | 2.2 | -1 | 89 | 1.1 | 100 | -3 | 9 | 24
CCOC(=O)c1c(N)c(C#N)c2n1CCCCC2
  7 | -0.2 | 1.2 | 0 | 105 | 1 | 100 | -7 | -11 | -2
Cc1ccc(C(=O)N/C(=C\c2ccccc2F)c2nc(=S)[nH][nH]2)cc1
  13 | 0.0 | -1.5 | -10 | 95 | 1.1 | 108 | -2 | -14 | 10
CC1CCc2ccccc2N1C(=N)N(C)C (stereo not drawn)
  6 | 0.0 | -0.6 | -7 | 105 | 1.1 | 104 | 2 | -1 | -1

Screens from PubChem BioAssay.
